Compound activity from PubChem.
GPR151 activ – activators of human GPR151; PathHunter beta-arrestin GPR151 cells, luminescence; activation, % at 11.2 µM; AID 1508602; actives 1% (n = 650,000); in the data active means activation above about 4.9%;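 further: 0% = median of compound wells and 100% = cells with positive control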
Target sequence (Q8TDV0 whole entry, looked up): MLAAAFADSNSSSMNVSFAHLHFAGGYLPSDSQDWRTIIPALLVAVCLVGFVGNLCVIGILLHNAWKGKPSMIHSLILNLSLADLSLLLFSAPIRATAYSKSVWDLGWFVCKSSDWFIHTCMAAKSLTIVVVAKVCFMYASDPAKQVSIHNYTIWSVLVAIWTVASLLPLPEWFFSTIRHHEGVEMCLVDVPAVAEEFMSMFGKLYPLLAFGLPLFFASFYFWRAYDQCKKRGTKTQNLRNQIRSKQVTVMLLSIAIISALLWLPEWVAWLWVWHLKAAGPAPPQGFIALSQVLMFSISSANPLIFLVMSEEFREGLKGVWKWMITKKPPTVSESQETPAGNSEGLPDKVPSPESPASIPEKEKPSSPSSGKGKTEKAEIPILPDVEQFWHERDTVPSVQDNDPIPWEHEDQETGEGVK
FBW7 act – human FBW7 E3 ligase activation, primary screen; Q969H0; AlphaScreen FBW7–phospho-cyclin E peptide binding, activator screen; normalized activity (activation), % at 26.1 µM; actives 0.13% (n = 650,000); AID 1259310; in the data active means normalized activity above about 1.9%;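 further: purified mutant Fbw7 with reduced substrate affinity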
TEAD-YAP inh – TEAD-YAP interaction inhibition; HEK-TIYL cells, TEAD-Gal4/YAP UAS-luciferase luminescence; inhibition, % at 9.12 µM; actives 1.4% (n = 640,000); AID 1259422; in the data active means inhibition above about 32%;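 further: 0% = median of test compound wells and 100% = reference inhibitor wells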
MITF primary – human MITF inhibition, primary screen; O75030; actives 0.91% (n = 650,000); AlphaScreen MITF homodimerization, bead proximity signal; AID 1259374; inhibition, % at 2.6 µM; in the data active means inhibition above about 50%;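 further: 0% = vehicle wells with protein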
Target sequence (O75030 whole entry, looked up): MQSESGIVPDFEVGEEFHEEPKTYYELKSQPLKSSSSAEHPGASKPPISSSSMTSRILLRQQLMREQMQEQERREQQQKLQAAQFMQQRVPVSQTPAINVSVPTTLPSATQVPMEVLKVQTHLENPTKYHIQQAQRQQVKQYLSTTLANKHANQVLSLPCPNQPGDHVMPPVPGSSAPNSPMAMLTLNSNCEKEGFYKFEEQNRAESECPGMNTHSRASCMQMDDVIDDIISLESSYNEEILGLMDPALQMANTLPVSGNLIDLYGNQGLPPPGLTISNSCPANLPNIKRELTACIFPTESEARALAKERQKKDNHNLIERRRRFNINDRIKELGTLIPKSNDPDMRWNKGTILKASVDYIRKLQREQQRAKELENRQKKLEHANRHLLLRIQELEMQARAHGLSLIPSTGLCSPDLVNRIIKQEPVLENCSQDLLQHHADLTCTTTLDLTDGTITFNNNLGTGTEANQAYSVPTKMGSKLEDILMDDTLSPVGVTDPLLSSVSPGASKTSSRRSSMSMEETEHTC
Active calls of the source: *.

Screening COC(=O)c1ccc(C2N=C(c3cccc(OC)c3)CC(c3ccccc3O)N2)cc1 (stereo unspecified) returned GPR151 activ 0.2, FBW7 act -0.2, TEAD-YAP inh -48 and MITF primary 1.
For COc1ccc(CC(=O)N(Cc2nc(-c3ccc(Cl)cc3)no2)C(C)C)cc1 the results were GPR151 activ 0.3, FBW7 act -0.1, TEAD-YAP inh -11 and MITF primary 8.
For COc1cc(Br)c(/C=C2\C(=O)NC(=O)N(c3ccccc3)C2=O)cc1OC the results were GPR151 activ 0.8, FBW7 act 0.1, TEAD-YAP inh -1 and MITF primary 10.
CCOC(=O)N1CCN(C(=O)c2cccn3c(=O)c4cc5ccccc5cc4nc23)CC1 was read as GPR151 activ 1.5, FBW7 act 0.0, TEAD-YAP inh -6 and MITF primary -1.
For COc1ccc(S(=O)(=O)N2CCCCCC2)cc1Cl the results were GPR151 activ -1.2, FBW7 act -0.1, TEAD-YAP inh -3 and MITF primary 4.
`Cc1ccc(NC(=O)CCn2c(=S)[nH]c3ccccc3c2=O)cc1F` gave GPR151 activ 1.8, FBW7 act -0.1, TEAD-YAP inh 2 and MITF primary 5.
For CC(=O)C1=C(O)C(=O)N(c2ccc(Br)cn2)C1c1ccccc1[N+](=O)[O-] (stereo unspecified) the results were GPR151 activ -0.6, FBW7 act -0.3, TEAD-YAP inh -13 and MITF primary 11.
O=C(COc1ccccc1[N+](=O)[O-])N/N=C/c1cc(Br)ccc1F was read as GPR151 activ -0.1, FBW7 act 0.0, TEAD-YAP inh -5 and MITF primary 8.
For CC(Oc1ccc(Cl)cc1Cl)C(=O)NNC(=O)c1ccc(F)cc1 (stereo unspecified) the results were GPR151 activ -0.3, FBW7 act 0.0, TEAD-YAP inh 8 and MITF primary 1.
COc1ccc(OC)c2[nH]c(=O)c(CCNC(=O)c3ccc([N+](=O)[O-])cc3)cc12 was read as GPR151 activ -0.1, FBW7 act -0.6, TEAD-YAP inh -4 and MITF primary -11.
For O=C(c1ccc2c(=O)n(CCC3=CCCCC3)c(=S)[nH]c2c1)N1CCc2ccccc21 the results were GPR151 activ 2.6, FBW7 act 0.2, TEAD-YAP inh -5 and MITF primary 2.
Screening COc1ccc(C)cc1NC(=S)N1CCN(c2ccccn2)CC1 returned GPR151 activ 5.1*, FBW7 act -0.2, TEAD-YAP inh -6 and MITF primary 0.
C=CCOC(=O)COc1ccc2c(-c3cc4ccccc4oc3=O)cc(=O)oc2c1 was read as GPR151 activ 2.9, FBW7 act 0.1, TEAD-YAP inh -11 and MITF primary -4.
For Cn1c(=O)c2c(nc(NC3CCCCC3)n2CCCc2ccccc2)n(C)c1=O the results were GPR151 activ 1.1, FBW7 act -0.4, TEAD-YAP inh -6 and MITF primary 14.
`CC(=O)Nc1ccccc1OCC(N)=O` gave GPR151 activ 0.5, FBW7 act -0.1, TEAD-YAP inh -15 and MITF primary -3.
`COc1cccc(NC(=O)Cc2ccccc2)c1` gave GPR151 activ 1.2, FBW7 act 0.1, TEAD-YAP inh -1 and MITF primary 7.
For Cc1ccc(C2=NN(CCC(=O)NCc3ccccc3Cl)C(=O)CC2)cc1 the results were GPR151 activ -0.5, FBW7 act 0.5, TEAD-YAP inh 4 and MITF primary 4.
For O=C(NC1CC1)c1ccc(-c2nc(Nc3ccc(Oc4ccccc4)cc3)c3ncn(CCN4CCCC4=O)c3n2)cc1 the results were GPR151 activ 1.6, FBW7 act -0.1, TEAD-YAP inh -1 and MITF primary 6.
Cc1nc(N2CCN(c3ccccn3)CC2)c2c(C)c(C(=O)Nc3cccc([N+](=O)[O-])c3)sc2n1 was read as GPR151 activ 0.9, FBW7 act -0.4, TEAD-YAP inh -5 and MITF primary 10.
`CC(C)(C)c1ccc(C(=O)Nc2ccc(-c3noc(COc4ccccc4[N+](=O)[O-])n3)cc2)cc1` gave GPR151 activ 0.8, FBW7 act 0.0, TEAD-YAP inh -2 and MITF primary 4.
Screening Cc1n[nH]c(C)c1S(=O)(=O)N1CCCC(C(=O)c2ccc(-c3ccccc3)cc2)C1 (stereo unspecified) returned GPR151 activ -1.2, FBW7 act 0.7, TEAD-YAP inh -3 and MITF primary -6.
COc1ccc(CNC(=O)C2CC(c3ccccc3OC)=NO2)cc1 (stereo unspecified) was read as GPR151 activ -0.8, FBW7 act -0.1, TEAD-YAP inh 48* and MITF primary -1.
Screening Cc1cc(C)c(C)c(S(=O)(=O)N2CCN(C)CC2)c1C returned GPR151 activ -0.7, FBW7 act 0.3, TEAD-YAP inh 0 and MITF primary 9.
For CCC(=O)N1CCN(c2ccc(NC(=O)c3ccc(C)c(C)c3)cc2)CC1 the results were GPR151 activ 0.1, FBW7 act 0.1, TEAD-YAP inh -6 and MITF primary 8.
`CCOc1ccccc1N1C(=O)C2C(C1=O)C1(CC)C(=O)C2(CC)C(c2ccccc2)=C1c1ccccc1` (stereo unspecified) gave GPR151 activ 1.2, FBW7 act -0.1, TEAD-YAP inh 2 and MITF primary -1.
`CCCCOc1ccccc1NC(=O)CC1Sc2ccc(C(F)(F)F)cc2NC1=O` (stereo unspecified) gave GPR151 activ 1.2, FBW7 act 0.1, TEAD-YAP inh 11 and MITF primary 8.
`O=C1CCCN1CCn1cnc2c(NC3CC3)nc(Nc3ccc(N4CCOCC4)cc3)nc21` gave GPR151 activ -0.4, FBW7 act -0.1, TEAD-YAP inh -7 and MITF primary 2.
For CCOC(=O)C1=C(C)N=c2s/c(=C\c3ccccc3)c(=O)n2C1c1ccc(OC)c(OC)c1 (stereo unspecified) the results were GPR151 activ 0.3, FBW7 act 0.2, TEAD-YAP inh -10 and MITF primary -12.
Screening COc1ccc(C2C(C(=O)Nc3ccc(C)cn3)=C(C)NC3=C2C(=O)CCC3)cc1 (stereo unspecified) returned GPR151 activ 1.1, FBW7 act 0.3, TEAD-YAP inh 8 and MITF primary 6.
Screening O=C(Nc1sc2c(c1C(=O)O)CCCC2)c1ccc(Br)cc1 returned GPR151 activ -1.1, FBW7 act 0.0, TEAD-YAP inh 0 and MITF primary 4.
Screening CCOc1ccc(CN2CCc3nnc(C(C)NC(=O)c4ccco4)n3CC2)cc1 (stereo unspecified) returned GPR151 activ 0.4, FBW7 act -0.3, TEAD-YAP inh -1 and MITF primary -6.
C[C@@H](O)[C@@H]1NC(=O)[C@H]2CN(Cc3ccc(F)c(F)c3)CCN2C1=O was read as GPR151 activ 2.0, FBW7 act -0.3, TEAD-YAP inh 6 and MITF primary -8.
`CCn1c2ccccc2c2cc(N)ccc21` gave GPR151 activ 0.3, FBW7 act -0.4, TEAD-YAP inh -2 and MITF primary 5.
Screening COc1ccc(N2C(=O)/C(=C\N3CCOCC3)c3ccccc3C2=O)cc1 returned GPR151 activ -1.0, FBW7 act 0.1, TEAD-YAP inh -8 and MITF primary 5.
CC1=C(C(=O)Nc2cccnc2)C(c2ccccc2OCc2ccccc2)n2nnnc2N1 (stereo unspecified) was read as GPR151 activ 1.8, FBW7 act 0.0, TEAD-YAP inh 3 and MITF primary -2.
Screening COc1ccc2c(Cl)c(C(=O)NCCCn3ccnc3)sc2c1 returned GPR151 activ 1.6, FBW7 act -0.2, TEAD-YAP inh -33 and MITF primary 18.
`CCOP(=O)(OCC)C(NC(=O)Nc1cccc(C(F)(F)F)c1)c1ccccc1` (stereo unspecified) gave GPR151 activ 2.8, FBW7 act 0.1, TEAD-YAP inh -2 and MITF primary -3.
Screening CCc1nc2sc(C(=O)c3ccccc3)c(N)c2cc1C returned GPR151 activ -1.8, FBW7 act 0.1, TEAD-YAP inh -21 and MITF primary -11.
`CCOC(=O)CCN(Cc1ccc(OC)c(OC)c1)S(=O)(=O)c1ccc(Br)cc1` gave GPR151 activ 2.6, FBW7 act 0.6, TEAD-YAP inh 5 and MITF primary 18.
For COCCn1nnnc1C(C(C)C)N(Cc1cccnc1)Cc1ccccc1Cl (stereo unspecified) the results were GPR151 activ 0.0, FBW7 act 0.1, TEAD-YAP inh 0 and MITF primary 4.
`CC(C)N(CCNc1nc(N2CCC(N3CCOCC3)CC2)nc2c1ncn2-c1ccsc1)C(C)C` gave GPR151 activ -0.3, FBW7 act 0.1, TEAD-YAP inh -4 and MITF primary 8.
Screening C=CCn1cc(/C=c2\sc3n(c2=O)C(c2ccc(OCC)c(OCC)c2)C(C(=O)OCC)=C(C)N=3)c2ccccc21 (stereo unspecified) returned GPR151 activ 0.4, FBW7 act 0.0, TEAD-YAP inh 6 and MITF primary -12.
O=C1N/C(=C/c2ccccc2)C(=O)N1c1cccc(Cl)c1 was read as GPR151 activ 4.7, FBW7 act 0.0, TEAD-YAP inh 0 and MITF primary 9.
NC(=S)N/N=C/c1ccc(OCC(=O)N2CCCCC2)cc1 was read as GPR151 activ 1.2, FBW7 act -0.1, TEAD-YAP inh -5 and MITF primary -1.
`CCN(CC)S(=O)(=O)c1ccc(OCC(=O)c2ccc(Cl)s2)c([N+](=O)[O-])c1` gave GPR151 activ -2.3, FBW7 act -0.1, TEAD-YAP inh 1 and MITF primary -8.
Screening CSc1nc(N)c(NC(=O)c2ccco2)c(=O)[nH]1 returned GPR151 activ 1.3, FBW7 act -0.2, TEAD-YAP inh 5 and MITF primary 10.
`CN1C(=O)S/C(=C\c2ccccc2OCc2ccc(C(=O)O)cc2)C1=O` gave GPR151 activ -0.7, FBW7 act 0.0, TEAD-YAP inh 3 and MITF primary -6.
COC(=O)C1=CN(CC23CC4CC(CC(C4)C2)C3)C=C(C(=O)OC)C1c1ccc(F)cc1 was read as GPR151 activ 0.1, FBW7 act 0.3, TEAD-YAP inh -3 and MITF primary 65*.
`N#CC1=C(N)OC2=C(C(=O)CCC2)C1c1cc(Br)ccc1F` (stereo unspecified) gave GPR151 activ 0.0, FBW7 act 0.2, TEAD-YAP inh -6 and MITF primary 9.
`CC(C)CN1CCN(Cc2ccc(C#CC(C)(C)O)cc2)CC1CCO` (stereo unspecified) gave GPR151 activ 0.8, FBW7 act 0.2, TEAD-YAP inh 2 and MITF primary 2.

Three successive compounds out of the list so far:
`CCN(CC)S(=O)(=O)c1ccc(OCC(=O)c2ccc(Cl)s2)c([N+](=O)[O-])c1` gave GPR151 activ -2.3, FBW7 act -0.1, TEAD-YAP inh 1 and MITF primary -8.
Screening CSc1nc(N)c(NC(=O)c2ccco2)c(=O)[nH]1 returned GPR151 activ 1.3, FBW7 act -0.2, TEAD-YAP inh 5 and MITF primary 10.
`CN1C(=O)S/C(=C\c2ccccc2OCc2ccc(C(=O)O)cc2)C1=O` gave GPR151 activ -0.7, FBW7 act 0.0, TEAD-YAP inh 3 and MITF primary -6.

Returning to the listing, repeating the five entries before the break.
Screening CSc1nc(N)c(NC(=O)c2ccco2)c(=O)[nH]1 returned GPR151 activ 1.3, FBW7 act -0.2, TEAD-YAP inh 5 and MITF primary 10.
`CN1C(=O)S/C(=C\c2ccccc2OCc2ccc(C(=O)O)cc2)C1=O` gave GPR151 activ -0.7, FBW7 act 0.0, TEAD-YAP inh 3 and MITF primary -6.
COC(=O)C1=CN(CC23CC4CC(CC(C4)C2)C3)C=C(C(=O)OC)C1c1ccc(F)cc1 was read as GPR151 activ 0.1, FBW7 act 0.3, TEAD-YAP inh -3 and MITF primary 65*.
`N#CC1=C(N)OC2=C(C(=O)CCC2)C1c1cc(Br)ccc1F` (stereo unspecified) gave GPR151 activ 0.0, FBW7 act 0.2, TEAD-YAP inh -6 and MITF primary 9.
`CC(C)CN1CCN(Cc2ccc(C#CC(C)(C)O)cc2)CC1CCO` (stereo unspecified) gave GPR151 activ 0.8, FBW7 act 0.2, TEAD-YAP inh 2 and MITF primary 2.
CN(C)CCOC(=O)c1ccc(C(=O)c2ccccc2)cc1 was read as GPR151 activ -1.8, FBW7 act 0.0, TEAD-YAP inh 7 and MITF primary -6.
CC(C)OCCNC(=O)c1cc(COc2ccc(F)cc2F)on1 was read as GPR151 activ -3.2, FBW7 act -0.2, TEAD-YAP inh -35 and MITF primary 4.
`O=C(Nc1sc2c(c1C(=O)Nc1ccccc1)CCCC2)c1ccc(F)cc1` gave GPR151 activ 1.5, FBW7 act 0.3, TEAD-YAP inh 5 and MITF primary -7.
`CS(=O)(=O)N(CC(=O)N1CCC(Cc2ccccc2)CC1)c1cccc([N+](=O)[O-])c1` gave GPR151 activ 0.3, FBW7 act -0.4, TEAD-YAP inh 23 and MITF primary 4.
`Cc1cc(SCC(=O)NN2C(=O)NC3(CCCCC3)C2=O)nc2ccccc12` gave GPR151 activ 0.3, FBW7 act -0.1, TEAD-YAP inh -3 and MITF primary 0.
`O=C(Nc1ccc(-n2cnnn2)cc1)C1CCN(Cc2ccc(OC(F)F)cc2)CC1` gave GPR151 activ 0.9, FBW7 act 0.0, TEAD-YAP inh 4 and MITF primary 3.
For CC1C(=O)N2CCCc3cc(NC(=O)c4ccc5c(c4)OCO5)cc1c32 (stereo unspecified) the results were GPR151 activ 1.9, FBW7 act 0.6, TEAD-YAP inh -5 and MITF primary 5.
CCn1c2ccccc2c2cc(CN3CCC(C4(C)NC(=O)NC4=O)CC3)ccc21 (stereo unspecified) was read as GPR151 activ -0.6, FBW7 act -0.1, TEAD-YAP inh -4 and MITF primary -5.
For CCOC(=O)COc1c(Cl)cc(/C=C2/SC(=O)N(CC)C2=O)cc1Cl the results were GPR151 activ -1.0, FBW7 act 0.1, TEAD-YAP inh 0 and MITF primary 10.
Screening COc1ccc(-n2nc3cc(C)c(NC(=O)c4ccc(C(C)(C)C)cc4)cc3n2)cc1 returned GPR151 activ 0.6, FBW7 act -0.1, TEAD-YAP inh -3 and MITF primary 4.
For C/C(=C\c1ccccc1)CN1CCC(C(=O)N2CCCC2)CC1 the results were GPR151 activ 2.1, FBW7 act -0.2, TEAD-YAP inh 12 and MITF primary 37.
`Cc1c(NS(=O)(=O)c2ccccc2)cc(C(C)C)c(O)c1Cl` gave GPR151 activ 0.4, FBW7 act 0.1, TEAD-YAP inh -3 and MITF primary 5.
